PAFAH1B3 FP inh: PAFAH1B3 enzyme inhibitors, primary screen, biochemical, fluorescence polarization, human. 340,000 compounds, 0.28% hits. inhibition, % at 3.39 µM. Platelet-activating factor acetylhydrolase IB subunit alpha1 (Homo sapiens), Q15102. recombinant PAFAH1B3, FP-rhodamine probe;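 active = inhibition above the screen-wide average of all tested compounds plus 3 SD, cut at about 25% in these data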;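 also: 0% = enzyme with DMSO only and 100% = wells lacking PAFAH1B3 protein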
GSTO1 counter: inhibitors of recombinant GSTO1, primary screen, counter-screen for RBBP9 inhibitor project, biochemical, fluorescence polarization | Glutathione S-transferase omega-1 (Homo sapiens), P78417 | activity-based probe fluorescence polarization | inhibition, % at 5.96 µM | 300,000 compounds, 1.1% hits;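 active = inhibition above the campaign mean inhibition plus 3 SD, cut at about 35% in these data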;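 also: 0% = GSTO1-1 with DMSO and 100% = wells lacking GSTO1-1 enzyme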
Target sequence (P78417 whole entry, looked up): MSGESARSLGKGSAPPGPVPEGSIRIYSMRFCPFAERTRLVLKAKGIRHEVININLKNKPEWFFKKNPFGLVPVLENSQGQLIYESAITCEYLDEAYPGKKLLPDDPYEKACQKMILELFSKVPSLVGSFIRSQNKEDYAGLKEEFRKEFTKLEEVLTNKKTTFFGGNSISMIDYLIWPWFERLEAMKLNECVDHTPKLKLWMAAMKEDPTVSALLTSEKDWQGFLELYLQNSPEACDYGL
EBNA-1 inhibitor: EBNA-1 DNA-binding inhibitors, primary screen, biochemical, fluorescence polarization. inhibition, % at 14.8 µM. 300,000 compounds, 0.34% hits. AID 1950, 2009; in the data active = inhibition above about 28%
PREPL inhibitor: PREPL enzyme inhibitors, primary screen, biochemical, fluorescence polarization | recombinant PREPL, fluorescence polarization activity-based probe | inhibition, % at 5.96 µM | 320,000 compounds, 0.68% hits; in the data active = inhibition above about 43%;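 also: 0% = enzyme with DMSO and 100% = wells lacking enzyme; many of its hits are not listed in these tables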
PAFAH2 FP inh: PAFAH2 enzyme inhibitors, primary screen, biochemical, fluorescence polarization, human; recombinant PAFAH2, FP-rhodamine activity probe; inhibition, % at 3.39 µM; 340,000 compounds, 0.99% hits; AID 492956, 2010;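 active = inhibition above the mean over all tested compounds plus 3 SD, cut at about 30% in these data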;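 also: inhibitors block probe labeling of enzyme so polarization drops; 0% = enzyme with DMSO and 100% = wells lacking PAFAH2 protein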
PAD4 FP inh: human PAD4 inhibitors, primary screen, biochemical, fluorescence polarization, 1536-well format. AID 485272, 2010. inhibition, % at 6.36 µM. Protein-arginine deiminase type-4 (Homo sapiens), Q9UM07. recombinant PAD4, RCA probe fluorescence polarization. 330,000 compounds, 0.41% hits;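 active = percent inhibition above a cutoff equal to the mean of all tested compounds plus 3 SD, cut at about 15% in these data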;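 also: 0% = PAD4 with RCA probe and DMSO and 100% = probe without PAD4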
Target sequence (Q9UM07 whole entry, looked up): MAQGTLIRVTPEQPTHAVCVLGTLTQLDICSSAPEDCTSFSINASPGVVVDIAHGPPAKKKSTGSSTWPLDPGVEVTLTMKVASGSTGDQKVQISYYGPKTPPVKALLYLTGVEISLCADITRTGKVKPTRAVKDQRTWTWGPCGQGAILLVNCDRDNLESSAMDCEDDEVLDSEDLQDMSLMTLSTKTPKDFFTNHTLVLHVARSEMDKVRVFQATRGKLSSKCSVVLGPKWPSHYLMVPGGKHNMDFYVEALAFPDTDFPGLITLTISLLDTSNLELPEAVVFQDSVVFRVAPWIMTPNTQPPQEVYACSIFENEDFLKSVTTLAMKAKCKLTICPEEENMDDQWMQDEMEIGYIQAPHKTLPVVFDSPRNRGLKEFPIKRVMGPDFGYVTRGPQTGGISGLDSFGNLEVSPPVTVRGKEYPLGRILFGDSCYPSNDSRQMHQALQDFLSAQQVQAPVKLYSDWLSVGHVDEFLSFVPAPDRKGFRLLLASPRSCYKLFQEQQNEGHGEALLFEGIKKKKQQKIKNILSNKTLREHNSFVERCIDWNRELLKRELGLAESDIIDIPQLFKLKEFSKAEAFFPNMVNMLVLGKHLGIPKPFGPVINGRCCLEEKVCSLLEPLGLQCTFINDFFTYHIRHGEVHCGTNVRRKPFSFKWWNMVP
LYPLA2 inh: LYPLA2 inhibitors, primary screen, counter-screen for PME1 inhibitor project, biochemical, fluorescence polarization, FP-Rh probe ABPP | AID 2177, 2009 | inhibition, % at 5.9 µM | 320,000 compounds, 0.38% hits | recombinant LYPLA2 | Acyl-protein thioesterase 2 (Homo sapiens), O95372;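 active = inhibition above the screen-wide mean plus 3 SD, limit set per campaign, cut at about 26% in these data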;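 also: 0% = LYPLA2 with DMSO and 100% = wells lacking LYPLA2 enzyme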
LYPLA1 inh: LYPLA1 inhibitors, primary screen, counter-screen for PME1 inhibitor project, biochemical, fluorescence polarization, FP-Rh probe ABPP | Acyl-protein thioesterase 1 (Homo sapiens), O75608 | recombinant LYPLA1 | inhibition, % at 5.9 µM | 320,000 compounds, 0.16% hits | AID 2174, 2009;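 active = inhibition above the mean of all tested compounds plus 3 SD, set per campaign, cut at about 14% in these data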;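 also: inhibitors block serine hydrolase probe labeling of LYPLA1 so polarization falls; 0% = enzyme with DMSO and 100% = wells lacking LYPLA1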
ZTA DNA inh: blocks Epstein-Barr virus ZTA, an EBNA-1 counter-screen. P03206. ZTA-DNA binding, fluorescence polarization. inhibition, % at 11 µM. 320,000 compounds, 0.15% hits. AID 2234; in the data active = inhibition above about 33%
Numbers without * were called inactive; nt = not tested or not shown.

Screens by letter: A = PAFAH1B3 FP inh; B = GSTO1 counter; C = EBNA-1 inhibitor; D = PREPL inhibitor; E = PAFAH2 FP inh; F = PAD4 FP inh; G = LYPLA2 inh; H = LYPLA1 inh; I = ZTA DNA inh
COc1cccc(-c2cc(=O)c3cc(NC(=O)c4ccccc4)ccc3[nH]2)c1
  A: 6; B: 3; C: 9; D: -6; E: -1; F: 1; G: -4; H: -1; I: 3

Cc1ccc(S(N)(=O)=O)cc1NC(=O)/C=C/c1cccs1
  A: 7; B: 1; C: 1; D: 9; E: 2; F: 4; G: 4; H: 1; I: 12

COc1ccc(Cl)cc1NC(=O)CN(C)C(=O)c1ccc(-n2cncn2)cc1
  A: 3; B: nt; C: nt; D: 6; E: 2; F: -3; G: nt; H: nt; I: nt

CCC(=O)NC1(C(F)(F)F)C(=O)NC(C)=C1C#N (configuration not stated)
  A: -6; B: 8; C: 4; D: -1; E: -9; F: 1; G: 5; H: 4; I: -9

CCN1CCN(c2ccc(NC(=O)c3cccc(S(=O)(=O)N4CCCC4)c3)cc2)CC1
  A: 11; B: nt; C: nt; D: 7; E: -3; F: 4; G: nt; H: nt; I: nt

COCCNC(=S)N/N=C/c1ccc([N+](=O)[O-])cc1
  A: 1; B: -6; C: 6; D: -1; E: -8; F: -7; G: 0; H: -1; I: 0

c1ccc(Cn2c[n+](Cc3ccccc3)cn2)cc1
  A: 7; B: 4; C: 0; D: 20; E: -2; F: 2; G: 7; H: 1; I: -5

Cn1c(-c2ccc(F)cc2)cnc1SCC(=O)N1CCCc2ccccc21
  A: 9; B: -1; C: 1; D: 6; E: 3; F: -6; G: -5; H: -2; I: 1

Cc1ccc(-n2c(SCC(N)=O)nnc2-c2ccccn2)cc1
  A: 2; B: 4; C: -2; D: 4; E: -13; F: 5; G: 3; H: 2; I: -27

CCOCC(=O)Nc1ccc(S(=O)(=O)Nc2nccs2)cc1
  A: 3; B: 7; C: 7; D: -6; E: 0; F: -1; G: -2; H: -4; I: 6

NNC(=S)Nc1ccc(OC(F)(F)F)cc1
  A: 5; B: -2; C: -6; D: 8; E: 5; F: 3; G: 8; H: 3; I: -24

Cc1c(NC(=O)CCSCCc2ccccn2)cccc1[N+](=O)[O-]
  A: 4; B: 4; C: 9; D: 11; E: 4; F: -1; G: -3; H: -1; I: -20

COc1ccc(NC(=O)c2cc(OC)c(OC)cc2OC)c(S(=O)(=O)N2CCOCC2)c1
  A: 11; B: -7; C: -8; D: 12; E: -14; F: 0; G: -1; H: -2; I: 10

COc1cc(S(=O)(=O)N2CCOCC2)ccc1NC(=O)c1cc2c(s1)CCC2
  A: 7; B: 15; C: 0; D: 2; E: 2; F: 0; G: 2; H: -5; I: -1

COc1ccc(OC)c(NC(=O)C23CC4CC(C2)CC(n2cnc(Br)n2)(C4)C3)c1
  A: -3; B: 10; C: 9; D: 8; E: 7; F: -3; G: -1; H: -3; I: 5

CN1CCN(Cc2c(O)ccc3cc(-c4ccccn4)c(=O)oc23)CC1
  A: 8; B: 10; C: -16; D: 11; E: -1; F: 1; G: -9; H: -2; I: -2

CCCc1nnc(SCC(=O)N(CC)CC)n1CC1CCCO1 (configuration not stated)
  A: 7; B: 0; C: 9; D: -3; E: 2; F: -1; G: 6; H: -4; I: -10

CCOC(=O)c1c(NC(=O)CC(C)C)sc(C(C)=O)c1C
  A: -1; B: 6; C: 3; D: -6; E: 0; F: 0; G: -5; H: -3; I: -1

Cc1oc2c(CN3CCCCC3)c(O)ccc2c(=O)c1-c1ccc(Br)cc1
  A: 9; B: 6; C: -7; D: -5; E: -4; F: 1; G: -5; H: -3; I: 13

COc1cccc(C2CC(C(F)(F)F)n3ncc(C(=O)O)c3N2)c1 (configuration not stated)
  A: -1; B: 13; C: 1; D: 13; E: 10; F: 0; G: 10; H: 6; I: 2

Cc1ccn2c(=O)nc(SCC(=O)N3CCCC3)nc2c1
  A: 4; B: 6; C: -5; D: 8; E: 4; F: 4; G: 2; H: 2; I: -7

Nc1nnc(-c2ccc(Cl)c([N+](=O)[O-])c2)s1
  A: 10; B: 14; C: -9; D: 4; E: 8; F: 3; G: 10; H: 1; I: -4

COc1ccccc1C(CNC(=O)COc1cc(C)ccc1Cl)N1CCCC1 (configuration not stated)
  A: 7; B: -6; C: -5; D: -13; E: 1; F: -4; G: 2; H: -1; I: 1

O=C1CCN(Cc2ccc([N+](=O)[O-])cc2)CCN1CCO
  A: -2; B: -28; C: 4; D: 1; E: -3; F: -6; G: -30; H: -11; I: 6

Cn1nnc(NC(=O)c2ccco2)n1
  A: 2; B: 2; C: 11; D: -1; E: 1; F: 2; G: 4; H: 3; I: -4

Structural class, the compounds so far with two or more sulfur atoms (3)
Screens by letter: A = PAFAH1B3 FP inh; B = GSTO1 counter; C = EBNA-1 inhibitor; D = PREPL inhibitor; E = PAFAH2 FP inh; F = PAD4 FP inh; G = LYPLA2 inh; H = LYPLA1 inh; I = ZTA DNA inh
Cc1ccc(S(N)(=O)=O)cc1NC(=O)/C=C/c1cccs1
  A: 7; B: 1; C: 1; D: 9; E: 2; F: 4; G: 4; H: 1; I: 12

CCOCC(=O)Nc1ccc(S(=O)(=O)Nc2nccs2)cc1
  A: 3; B: 7; C: 7; D: -6; E: 0; F: -1; G: -2; H: -4; I: 6

COc1cc(S(=O)(=O)N2CCOCC2)ccc1NC(=O)c1cc2c(s1)CCC2
  A: 7; B: 15; C: 0; D: 2; E: 2; F: 0; G: 2; H: -5; I: -1

The main list resumes, starting two compounds before the break.
Screens by letter: A = PAFAH1B3 FP inh; B = GSTO1 counter; C = EBNA-1 inhibitor; D = PREPL inhibitor; E = PAFAH2 FP inh; F = PAD4 FP inh; G = LYPLA2 inh; H = LYPLA1 inh; I = ZTA DNA inh
O=C1CCN(Cc2ccc([N+](=O)[O-])cc2)CCN1CCO
  A: -2; B: -28; C: 4; D: 1; E: -3; F: -6; G: -30; H: -11; I: 6

Cn1nnc(NC(=O)c2ccco2)n1
  A: 2; B: 2; C: 11; D: -1; E: 1; F: 2; G: 4; H: 3; I: -4

CC(C)Oc1ccc(/C(O)=C2/C(=O)C(=O)N(CCN3CCNCC3)C2c2ccc(C(C)C)cc2)cc1 (configuration not stated)
  A: 2; B: 2; C: 4; D: -3; E: -2; F: -1; G: -3; H: 4; I: 7

COc1ccc2[nH]cc(CCNC(=O)C3CC(=O)N(c4ccc(Cl)cc4)C3)c2c1 (configuration not stated)
  A: -2; B: 1; C: 7; D: 12; E: -7; F: 5; G: 0; H: 1; I: -9

Cc1ccc(C(=O)Nn2cnnc2)c(Cl)c1
  A: 4; B: 1; C: 13; D: 20; E: 3; F: -3; G: 4; H: -2; I: -17

c1ccc2c(OCCCN3CCCCCC3)cccc2c1
  A: 2; B: -3; C: -3; D: 3; E: -3; F: -2; G: 6; H: 0; I: -20

Cc1nn(CC(=O)NCC2CCCO2)c(=O)c2ccccc12 (configuration not stated)
  A: 3; B: 10; C: -5; D: 20; E: -4; F: -3; G: -2; H: 0; I: -8

Cc1ccc(-c2nc(CS(=O)(=O)CC(=O)NC3CCCCCC3)c(C)o2)cc1
  A: 3; B: -1; C: -13; D: 2; E: 0; F: -1; G: -5; H: 1; I: 7

N/C(=N\OC(=O)CCC1CCCC1)c1ccc(Cl)cc1
  A: -7; B: -1; C: -3; D: -1; E: 10; F: -1; G: -2; H: 2; I: 8

CCOC(=O)COc1ccc2c(=O)c(-c3ccccc3)coc2c1
  A: 2; B: 6; C: 6; D: 4; E: 5; F: 2; G: -11; H: -2; I: 1

COc1cccc(-n2c(SCC(=O)Nc3sc4c(c3C(N)=O)CCC4)nc3ccccc3c2=O)c1
  A: -4; B: -3; C: 1; D: -12; E: -12; F: -4; G: -8; H: -5; I: -5

O=C(COc1ccccc1Cl)Nc1cccc(S(=O)(=O)NC2=NCCCCC2)c1
  A: 7; B: 0; C: -2; D: 38; E: 3; F: -1; G: -2; H: 1; I: -8

CC(NC(=O)CCCc1c[nH]c2ccccc12)c1ccc(F)cc1 (configuration not stated)
  A: 1; B: 0; C: -5; D: -2; E: 16; F: 4; G: 0; H: -3; I: 2

CC1(C2CC2)NC(=O)N(CC(=O)NCc2ccc(Cl)cc2Cl)C1=O (configuration not stated)
  A: 11; B: nt; C: nt; D: 6; E: -12; F: -3; G: 0; H: -1; I: 11

N#Cc1c(-c2ccccc2)cc(-c2ccccc2)nc1SCC(=O)O
  A: 3; B: -8; C: -3; D: 0; E: -2; F: 4; G: -5; H: -4; I: -3

CC(=O)CSc1ncnc2nc[nH]c12
  A: -1; B: -1; C: -6; D: 8; E: -2; F: -3; G: -1; H: 0; I: 12

CCOC(=O)Cc1cc(=O)n2[nH]c(C)c(-c3ccc(OC)cc3)c2n1
  A: -1; B: 0; C: 8; D: 18; E: 2; F: -5; G: -2; H: -1; I: 5

O=C(CC1C[C@H](C(=O)N2CCCCC2)[C@@]2(CCc3ccccc3)c3[nH]c4ccccc4c3CCN2C1=O)NCCCn1ccnc1 (some centres not stated)
  A: 5; B: nt; C: nt; D: 14; E: -5; F: -1; G: nt; H: nt; I: nt

Clc1ccc(-c2nnc(-c3ccccc3)nc2-c2c[nH]c3ccccc23)cc1
  A: 4; B: 3; C: -6; D: 12; E: 19; F: -9; G: -2; H: 0; I: 4

O=C(Nc1ccc(C2=CN(Cc3ccccc3)CCC2=O)cc1)OCc1ccccc1
  A: -5; B: nt; C: nt; D: 1; E: 0; F: 2; G: nt; H: nt; I: nt

Cc1c(C(=O)c2ccccc2)oc2ccc3ccccc3c12
  A: 0; B: 3; C: 5; D: -3; E: 3; F: -2; G: -2; H: -3; I: -2

CCN(CC)Cc1c(O)ccc2c(-c3ccccc3)cc(=O)oc12
  A: 10; B: 3; C: 6; D: 0; E: -4; F: 2; G: 4; H: -2; I: -5

Nc1c(-c2ccccc2)c(CSc2nc3ccccc3[nH]2)nn1-c1cccc(C(=O)O)c1
  A: 6; B: 2; C: 3; D: 7; E: 10; F: -3; G: -3; H: 2; I: 9

CC1(C)Cc2ccccc2C(N)=C1C#N
  A: 9; B: 4; C: -10; D: 11; E: -3; F: -1; G: 5; H: 2; I: -9

C=CCn1c(NCc2cc(C)ccc2O)nc2ccccc21
  A: 4; B: -3; C: 4; D: 2; E: 1; F: 0; G: -1; H: -2; I: 3

COc1ccccc1NC(=O)NN1CCCCC1
  A: 1; B: 2; C: 1; D: 1; E: -1; F: 2; G: 3; H: 0; I: -9

O=C1CC2(CCCC2)C(=O)N1CN1CCN(S(=O)(=O)c2ccc(Cl)c(Cl)c2)CC1
  A: 3; B: nt; C: nt; D: -14; E: -3; F: -1; G: 5; H: -2; I: 8

CNC(=S)N1N=C2c3ccccc3CCC2C1c1ccccc1Cl (configuration not stated)
  A: 2; B: 7; C: 2; D: 23; E: -6; F: -8; G: 2; H: 0; I: -8

Not all compounds are listed, so the mix of outcomes need not match the whole.
